# Source: PubChem BioAssay
# EBV gp42 inh: inhibitors of Epstein-Barr virus glycoprotein 42; Q1HVG2; Fluorescence polarization binding assay, mP read-out; inhibition, % (tested at 21.74 µM); actives 0.42% (n = 220,000); in the data active = inhibition above about 50%
# Target sequence (Q1HVG2 whole entry, looked up): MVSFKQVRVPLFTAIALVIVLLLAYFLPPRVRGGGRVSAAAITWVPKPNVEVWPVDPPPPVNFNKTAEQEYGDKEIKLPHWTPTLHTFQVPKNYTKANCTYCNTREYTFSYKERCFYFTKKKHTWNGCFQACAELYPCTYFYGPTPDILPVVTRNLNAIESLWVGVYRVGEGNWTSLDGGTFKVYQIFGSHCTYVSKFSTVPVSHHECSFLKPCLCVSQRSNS
# L929 necroptosis: L929 zVAD cell death inhibition; L929 zVAD necroptosis rescue, ATP luminescence, 24 h; with zVAD 60 µM; viability rescue, % at 10 µM; actives 0.38% (n = 220,000); AID 1377;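 active = activation, scaled between plate controls, above about 75%, limit read from the data; inactive = activation under that limit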;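 note: 0% = zVAD with DMSO and 100% = DMSO alone without zVAD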
# Hck Nef HTS: inhibitors of human Hck kinase activated by Nef | inhibition, % at 20 µM | Recombinant Hck-YEEI plus Nef, Z-Lyte FRET kinase assay | P08631 | actives 0.68% (n = 220,000);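 active = Hck-Nef kinase inhibition above about 50%, limit read from the data; inactive = inhibition below that limit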;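 note: 0% = DMSO with Hck plus Nef and 100% = Hck alone without Nef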
# Mdm2 ligase inh: inhibitors of human Mdm2 E3 ubiquitin ligase. Q00987. cell-based MDM2 ubiquitination luciferase reporter, 2 h; 0 = plate control, 100 = twice control, blank-subtracted. signal enhancement, % at 5 µM. actives 0.11% (n = 210,000). AID 1230;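 active = signal enhancement of 30% or more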;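 note: luminescence tracks abundance of the self-degrading MDM2-luciferase fusion protein; higher signal means inhibition of MDM2 E3 ligase activity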
#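 Buffer or medium: Cells held in DMEM | Assay system: Stable mammalian line carrying autodegrading MDM2–luciferase fusion reporter | Quantity: 2000 cells/well | Times: 4 h settle plus 2 h compound, 37 °C | Doses: One concentration, 5 µM, with 0.2% DMSO | Technique: Luminescence with SteadyLite reagent, 15 min at room temperature | Benchmarks: Plate controls and plate blanks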
# NCF1 inh: p47phox (human) inhibition | P14598 | p47phox/p22phox peptide binding, fluorescence polarization, 2 h | inhibition, % at 24.7 µM | actives 0.53% (n = 220,000) | AID 1274;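 active = inhibition above about 30%, limit read from the data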;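 note: 0% = p47phox with labelled peptide and 100% = labelled peptide alone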
# Tb hexokinase: T. brucei hexokinase 1 inhibition; AID 1430; inhibition, % at 10 µM; recombinant TbHK1, G6PDH-coupled NADH A340; actives 0.11% (n = 220,000);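 active = inhibition of 50% or more in the single-dose primary screen; inactive = inhibition below 50%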
# Runt-SMMHC FRET: Runt domain-CBFb-SMMHC interaction inhibition | Cerulean-Runt/Venus-CBFb-SMMHC FRET ratio 530/480, 1 h | Q01196+Q13951 | inhibition, % at 20 µM | actives 0.74% (n = 220,000);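 active = mean inhibition across duplicate retests at 20 µM reaching about 50%, limit read from the data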;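 note: 0% = DMSO wells and 100% = wells with excess untagged CBFb-SMMHC; inhibitors lower the FRET ratio by blocking Runt binding to CBFb-SMMHC; some results filed as inactive read as strong as hits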
# Target sequence (Q01196 whole entry, looked up, the tested form may be a part): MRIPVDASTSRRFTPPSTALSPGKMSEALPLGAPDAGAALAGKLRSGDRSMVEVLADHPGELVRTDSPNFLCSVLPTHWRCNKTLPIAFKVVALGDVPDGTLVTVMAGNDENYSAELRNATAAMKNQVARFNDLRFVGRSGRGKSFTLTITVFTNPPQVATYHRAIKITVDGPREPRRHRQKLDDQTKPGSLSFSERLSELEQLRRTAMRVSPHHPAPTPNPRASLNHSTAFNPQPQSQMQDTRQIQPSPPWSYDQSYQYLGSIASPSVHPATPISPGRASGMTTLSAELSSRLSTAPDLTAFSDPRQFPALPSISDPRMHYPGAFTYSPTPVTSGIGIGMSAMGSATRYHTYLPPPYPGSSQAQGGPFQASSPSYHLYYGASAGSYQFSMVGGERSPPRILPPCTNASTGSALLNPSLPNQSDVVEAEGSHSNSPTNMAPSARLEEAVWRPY
# Target sequence (Q13951 whole entry, looked up, the tested form may be a part): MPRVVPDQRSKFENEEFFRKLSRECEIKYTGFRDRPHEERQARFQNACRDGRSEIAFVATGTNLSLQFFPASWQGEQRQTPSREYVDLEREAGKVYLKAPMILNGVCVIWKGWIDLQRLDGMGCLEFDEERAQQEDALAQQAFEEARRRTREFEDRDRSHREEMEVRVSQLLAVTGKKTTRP
# Runt-CBFb FRET: Runt domain-CBFb interaction inhibition. Q01196+Q13951. Cerulean-Runt/Venus-CBFb FRET ratio 530/480, 1 h. inhibition, % at 20 µM. actives 0.46% (n = 220,000);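 active = inhibition over about 50% at 20 µM in the single-dose screen, limit read from the data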;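 note: 0% = DMSO wells and 100% = excess unlabeled CBFb competitor control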
#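 Assay system: Cerulean-Runt domain / Medium: Tris 50 mM pH 7.5, KCl, K2SO4, 0.01% BSA / Timing: protein complex preformed 1 h, compound exposure 1 h, room temperature, dark / Measured by: FRET, excitation 422 nm, emission at 530 and 480 nm / Evaluation: loss of energy transfer signal / Control set: 5 µM unlabeled CBFb as full-inhibition high control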
# 14-3-3 Bad inh: disrupts binding of bovine 14-3-3 zeta to phospho-Bad peptide; TR-FRET 14-3-3zeta/Dy647-pBad peptide displacement, 1 h; inhibition, % at 21.7 µM; actives 0.71% (n = 220,000);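 active = inhibition above about 70%, limit read from the data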;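 note: 0% = full 14-3-3 plus peptide FRET controls and 100% = background without 14-3-3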
# Starred values were filed as active, the others as inactive; . = no result given; [ ] = remark or other dose.
# A first look (2 entries):
# Results follow in this order: NCF1 inh, Runt-SMMHC FRET, 14-3-3 Bad inh, Tb hexokinase, Runt-CBFb FRET, EBV gp42 inh, Mdm2 ligase inh, Hck Nef HTS, L929 necroptosis
CC(C)(C)[C@H]1C=C(C(=O)Nc2ccccc2)O[C@@H](OCc2ccc(CO)cc2)C1
    ., 0, 3, -10, -3, -4, ., 8, -0.2
COC(=O)c1cccc(NC(=O)c2cccs2)c1C
    -14, -1, 0, 2, -1, -3, 3, 2, -0.5

# The whole of this part, repeating the preview:
# Results follow in this order: NCF1 inh, Runt-SMMHC FRET, 14-3-3 Bad inh, Tb hexokinase, Runt-CBFb FRET, EBV gp42 inh, Mdm2 ligase inh, Hck Nef HTS, L929 necroptosis
CC(C)(C)[C@H]1C=C(C(=O)Nc2ccccc2)O[C@@H](OCc2ccc(CO)cc2)C1
    ., 0, 3, -10, -3, -4, ., 8, -0.2
COC(=O)c1cccc(NC(=O)c2cccs2)c1C
    -14, -1, 0, 2, -1, -3, 3, 2, -0.5
Cc1ccc2c(C(=O)CN3CCCCC3CCO)c(C)[nH]c2c1 (configuration not stated)
    -5, -3, -10[fluorescence artefact?], -10, -1, -14, -11, 0, 0.6
CO/N=C/NC(=O)N1OC[C@@H]2COc3ccc4ccccc4c3[C@@H]21
    4, 0, -11[fluorescence artefact?], -13, 1, 3, -13, -2, -0.8
CN1Cc2c(N3CCOCC3)nc(SCc3ccccc3)c(C#N)c2CC1(C)C
    -3, 62*, -1, -21, 47, 2, -17, 2, -0.6
O=C(Cn1c(N2CCN(C/C=C/c3ccccc3)CC2)nc2ccccc21)c1ccccc1
    -5, -4, 8, -2, -2, 11, -22, 17, -1.3
O=C(N/N=C/c1ccncc1)c1cc(Br)ccc1OCc1ccccc1
    0, -7, 6, -3, -1, -16, -12, 1, -0.2
Cc1ccc(NC(=O)CNCc2ccccn2)cc1S(=O)(=O)N(C)C
    -13, 2, -9, 5, 0, -6, -6, 19, 1.1
COc1ccc(-c2cc(N)n(S(=O)(=O)c3ccc(C)cc3)n2)c(OC)c1
    -11, -3, -5, -6, 0, 11, -10, 2, 1.7
O=C(O)/C=C/c1ccc(S(=O)(=O)N2CCCCCC2)cc1
    -3, -3, 5, -5, -1, 5, -2, -13, 4.9
Cc1nc2c(nnn2Cc2ccccc2)c(=O)[nH]1
    -23, 0, 3, 3, 3, 10, -3, 7, 0.5
CCCNc1ncnc2nc[nH]c12
    -19, 1, 1, 7, 2, -10, -8, -2, 4.5
COc1cc(/C=C2\CCCc3c2nc2ccccc2c3C(=O)O)cc(OC)c1O
    -14, 23, 8, -39, 43, -6, -5, -48, 1.3
CCOc1cccc(OCCOCCN(C)Cc2ccccc2)c1
    -4, 45, -8, 3, 2, -20, -12, 2, -0.3
Cc1cc(=O)[nH]c(SCC(=O)Nc2ccccc2C)n1
    3, -3, -4, 0, -2, 10, -8, 14, 24
O=C(CN1C(=O)c2cccc3cccc(c23)C1=O)N1CCN(c2ccccn2)CC1
    -5, 0, -9, 34, -2, -9, 3, 3, 0.8
CCOC(=O)CN1CC23C=CC(O2)C(C(=O)Nc2ccc(OC)cc2OC)C3C1=O (configuration not stated)
    -12, -1, 3, -6, 2, -18, -6, 19, 0.3
O=C(NCCc1ccc2c(c1)OCCO2)c1cc(F)cc(F)c1
    0, 2, -13, -1, 3, -5, -10, 1, 0.1
COc1ccc2cc(CCNC(=O)c3c(-c4ccccc4Cl)noc3C)c(=O)[nH]c2c1
    -6, -1, 18, -4, 3, -23, -5, -1, 0.9
CC(NCc1cccn1C)c1ccccc1 (configuration not stated)
    -8, -9, 5, -6, -2, -10, 2, -2, 0.3
Clc1ccc(-c2noc(CN(Cc3ccccn3)CC3CCCO3)n2)cc1 (configuration not stated)
    -6, -10, -11, -1, -4, -5, -8, 20, -0.8
O=C(Nc1nc2c(s1)CCCC2)C1CCCN1C(=O)c1cccs1 (configuration not stated)
    -10, 5, 1[fluorescence artefact?], -4, -1, -20, -12, 1, -0.7
CCc1ccc2[nH]c(O)c(N=Nc3nc(-c4ccccc4)cs3)c2c1
    -27, -13, -11, 0, -10, 4, -9, 1, 0.9
COc1ccccc1NC(=S)N(Cc1ccco1)Cc1cc2cc(C)ccc2[nH]c1=O
    -11, 6, 25[fluorescence artefact?], 17, 14, 3, -17, 0, -0.2
O=C(COC(=O)c1ccc([N+](=O)[O-])o1)NC1CCS(=O)(=O)C1 (configuration not stated)
    -8, 2, -8, -22, 1, -19, -17, 5, -0.9
Cn1ccnc1SCC(=O)Nc1ccc2c(c1)COC2=O
    -9, 0, 5, 5, 4, 2, 1, 1, 0.2
N#Cc1ccc(C(c2nnnn2CCc2ccccc2)N2CCCCCC2)cc1 (configuration not stated)
    -4, 2, 5, 3, -2, -28, -10, 0, -0.2
O=C1CC(N2CCN(C(c3ccccc3)c3ccccc3)CC2)C(=O)N1 (configuration not stated)
    -7, 2, 9, 10, -1, -6, -6, 0, -0.5
COc1ccc(-n2nc(C)cc2Nc2ccccc2C(=O)O)cc1
    -12, -2, -1, -7, -4, -1, -10, -16, 0.4
COc1cc(C(=O)Nc2nnc(SC)s2)c([N+](=O)[O-])cc1OC
    1, 3, -2, 0, 0, -5, -16, -15, 0.7
O=S(=O)(c1cccs1)N1CCN(CC(O)COc2cccc(Br)c2)CC1 (configuration not stated)
    3, 2, 60, 4, -2, -22, -5, 14, -1.3
CCc1ccc2[nH]c(=O)c(CN(CCCN3CCOCC3)C(=O)Nc3ccc(F)cc3)cc2c1
    -11, 3, 5, -13, 2, -11, -17, 1, 0.0
COc1cc(C2C3=C(CCCC3=O)Nc3ccc4ncccc4c32)ccc1O (configuration not stated)
    2, 2, 2, -7, 4, 9, 0, -15, 0.5
C/C(NC1CCCCC1)=C(/C#N)C(=O)NCCN1CCOCC1
    0, 0, 13, 7, 0, 2, -13, 1, 0.2
Fc1cccc(F)c1/C=N/NC(=S)Nc1cccnc1
    -5, -1, -9, -16, 4, 2, 1, -1, 0.2
CN(C)CCCNC(=O)CCc1nc2ccccc2c(=O)[nH]1
    -1, 1, -3, -12, 1, -1, 4, 2, 0.1
COc1ccc2nc(C)cc(SCC(=O)Nc3c(C)cccc3C)c2c1
    25, -6, 41[fluorescence artefact?], -10, 0, -27, -3, 78*, 2.2
Cc1ccc(N(CC(=O)NC2CCCCCC2)S(=O)(=O)c2c(C)nn(C)c2C)cc1
    -6, -4, -9, -15, -5, -4, 11, 0, 1.4
O=C1CC(Sc2cccs2)C(=O)N1c1ccccc1 (configuration not stated)
    -14, 0, -1, -15, 7, -20, -4, -14, -0.2
CCCCOC(=O)Nc1nc(CC(=O)OCC)cs1
    -6, 0, 7, 4, 0, -1, -2, 1, 0.0
CC1(C)CC(NC(=O)Nc2ccc([N+](=O)[O-])cc2)CC(C)(C)N1
    -9, 2, -3, -25, 2, -14, -9, 20, -0.4
Cc1ccc(C(=O)CC(SCC(=O)O)c2ccc([N+](=O)[O-])cc2)cc1 (configuration not stated)
    -4, -3, 26, -10, -3, -4, -16, 24, 0.4
Cc1ccc(NC(=O)CCC(=O)NNC(=O)Cc2ccccc2)cc1C
    -14, 1, 19, 4, 3, -8, -19, 0, 0.6
COCCNC(=O)/C(C#N)=C/c1ccc2c(c1)OCO2
    -3, -2, -7, -36, 1, -21, -8, 16, -1.2
O=C(NCc1ccccc1)NC1(C(=O)N2CCN(c3ncccn3)CC2)CCCCC1
    -8, 1, -6[fluorescence artefact?], -2, 0, -11, -3, 0, -0.3
COc1ccc(S(=O)(=O)Nc2cc3c4c(oc3c3ccccc23)CC(C)(C)CC4=O)cc1
    -34, 0, -5, -10, ., 4, -12, -1, 0.3
Cc1ccc(S(=O)(=O)NC(CC(=O)NCc2ccco2)c2ccco2)cc1 (configuration not stated)
    5, -5, 1, 0, 2, 3, -6, 0, 1.9
CCCCNC(=O)Cn1cnc([N+](=O)[O-])n1
    8, -35, 1, -8, -3, -2, 2, 24, 15
Cc1ccccc1OC(=O)Cn1c(C(F)(F)F)nc2ccccc21
    -19, -1, 7, -2, -5, 5, -12, -1, -0.4
O=S(=O)(c1ccccc1)N1CCN(c2nc3ccccc3s2)CC1
    0, -2, 8, -6, -2, -18, -12, 3, 0.5
Cc1ccc(S(=O)(=O)N2CCC(=O)N(CCOC(=O)Nc3ccc(C)c(C)c3)CC2)cc1
    -1, -9, -6[fluorescence artefact?], -3, -8, -12, ., -6, -1.2
O=C(CCCN1C(=O)c2ccccc2C1=O)N1CCOCC1
    ., 6, -2, -5, 1, -4, -3, 3, 0.4
N/C(=N\OC(=O)CCC(=O)O)c1ncc(C(F)(F)F)cc1Cl
    -4, -1, -11, -5, 2, -4, 5, 20, 4.0
OCC1(CCc2ccccc2)CCN(Cc2cnc(N3CCCC3)s2)CC1
    0, -1, -1, -5, 3, -9, -26, -6, 1.2
Cc1ccc(C(=O)NCc2ccc(Cl)c(Cl)c2)o1
    -13, 3, -1, 6, -2, -1, -10, -1, -0.6
Nc1ccccc1-n1cccc1
    -13, 0, -8, -12, -1, -9, -11, 5, -0.2
COc1cccc(/C=N/NC(=O)c2ccc(COc3ccc(Cl)cc3Cl)o2)c1
    -8, 0, 12[fluorescence artefact?], -2, 0, -6, 0, 4, 0.4
C=CCc1c(O)nc(SCC(=O)c2ccccc2)[nH]c1=O
    -34, 4, 39, 5, 5, -4, -16, 1, 0.6
CC1CCN(C(=O)CN(C2CCCCC2)S(C)(=O)=O)CC1
    -8, -2, 1, -1, -1, -16, -25, -1, -0.1
Cc1ccnc(-n2c(C)cc(C=O)c2C)c1
    -14, -2, -2, -4, 3, -8, -4, 20, 0.8

# Remaining list, next part.
# Results follow in this order: NCF1 inh, Runt-SMMHC FRET, 14-3-3 Bad inh, Tb hexokinase, Runt-CBFb FRET, EBV gp42 inh, Mdm2 ligase inh, Hck Nef HTS, L929 necroptosis
COc1cc(CNC(C)(C)C)cc(Br)c1OCc1cccs1
    -7, 2, 1[fluorescence artefact?], 2, 3, -15, -15, 1, 6.1
Cc1nc(C(C)N(C)Cc2nc(Cc3ccccc3F)no2)c(C)s1 (configuration not stated)
    2, 3, 37, -10, 0, 3, -5, 11, 0.1
CCN1CCN(c2cc(C)c3cc(NC(=O)c4cc(OC)cc(OC)c4)ccc3n2)CC1
    -18, 1, 20, -15, -2, -5, ., 20, 2.2
O=C(NCc1ccccn1)c1ccc(N2CCCC2=O)cc1
    -6, -5, 4[fluorescence artefact?], -2, 0, -26, -5, 2, 0.4
Cc1ccc(CSc2nncn2-c2ccccn2)cc1
    -10, 0, -11, 3, -2, -19, 0, 5, -0.7
CCOC(=O)c1ccc(C(=O)OCC)nc1
    3, 0, -3, -7, 2, -16, -6, -1, -0.2
Cc1cccc(Nc2nc(NCc3ccco3)c3ccccc3n2)c1
    27, 0, 6, 2, -3, 33, -6, -1, 1.7
Cc1ccc(N2CC(C(=O)O)CC2=O)cc1 (configuration not stated)
    -9, 4, -15, -5, 2, 0, -16, 1, 3.0
CN1OC2C(=O)N(c3ccccc3)C(=O)C2C1c1ccc(F)cc1 (configuration not stated)
    -3, 4, 3[fluorescence artefact?], -3, -2, 5, -3, 2, 0.1
